CD40 NFkB inh = CD40 pathway inhibition in BL2 cells. hit rate 0.94% among 83,000. inhibition, % at 10 µM. BL2 NF-kB luciferase reporter, CD40L-induced, 4 h. AID 1053188;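 active = mean inhibition of at least 50% with a set share of replicates also reaching that level; inconclusive = no clear call, values can overlap the other calls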;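 note: 0% = neutral control wells and 100% = IKK inhibitor VII at 50 µM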
An asterisk follows results filed as active; ? = inconclusive; [ ] = dose if it differs, or a comment. A portion of the library, so the mix of outcomes need not match the whole.

nr	SMILES	CD40 NFkB inh
1	Cc1nn(C2CCS(=O)(=O)C2)c2nc(C3CC3)cc(C(=O)Nc3cccc(C#N)c3)c12 (stereo unspecified)	4.3
2	O=C(Cc1ccc(S(=O)(=O)N2CCOCC2)s1)NCCOc1ccccc1	-1.2
3	Cc1ccc(CN(C)C(=O)c2ccccc2NC(=O)c2ccccc2)o1	6.8
4	CCc1cc(C)c(O)c(CC)n1	10.8
5	COC(=O)Cc1cc(=O)[nH]c(/N=C(\N)Nc2cccc(C)c2)n1	11.6
6	COc1ccc(CN(C)C(=O)c2cccc(NC(=O)CC3SC(N4CCCCC4)=NC3=O)c2)c(OC)c1 (stereo unspecified)	16.3
7	O=C(O)CCN1CCc2ccccc2C1c1ccncc1 (stereo unspecified)	11.9
8	COc1ccc(OC)c(-c2cc(C(=O)N3CCCc4ccccc43)no2)c1	3.8
9	Cc1ccc(P(=O)(CSC(=N)N)c2ccc(C)cc2)cc1	60.9*
10	CCOc1ncccc1-c1nc(-c2cccs2)no1	-57.2
11	CCN(CC)c1ccc(C2C3CCCCC3(O)CCN2CC(=O)N2CCCCC2)cc1 (stereo unspecified)	2.9
12	Cn1c(=O)c2c(ncn2Cc2cc(-c3ccccc3)no2)n(C)c1=O	9.3
13	C/C=C/c1ccc([C@@H]2[C@H](CO)N3CCCCN(S(=O)(=O)c4ccc(OC)cc4)C[C@@H]23)cc1	-12.7[25 µM]
14	Cc1ccc(OCC(=O)c2cc(C)n(CC(F)(F)F)c2C)c([N+](=O)[O-])n1	10.5
15	O=C(Nc1ccc2c(c1)OCO2)c1cccc(S(=O)(=O)N2CCOCC2)c1	-34.9
16	CC(=O)NC(CC(=O)Nc1nc(-c2ccccc2)c(C(C)=O)s1)c1ccccc1 (stereo unspecified)	8.2
17	COc1ccccc1-c1nc(C#N)c(NCCCn2ccnc2)o1	2.4
18	O=C(NCCN1CCN(c2ccccc2)CC1)c1ccc(NC(=O)C2CCCO2)cc1 (stereo unspecified)	7.1
19	CC(C)C(=O)NCCCc1ccccc1	9.3
20	CCN(CC)CCN(C(=O)Cn1nnc(-c2ccc(OC)c(OC)c2)n1)C(C(=O)NC1CCCC1)c1ccc(F)cc1 (stereo unspecified)	0.8
21	C[C@@H]1CN([C@H](C)CO)C(=O)c2c(c3ccccc3n2C)-c2ccccc2CO[C@@H]1CN(C)Cc1ccc(O)cc1	6.2
22	CCOC(=O)C1(Cc2ccccc2)CCN(Cc2ccc3cc(NC(C)=O)ccc3n2)CC1	9.8
23	O=C(C[C@H]1C=C[C@H](NC(=O)Cc2cccnc2)[C@H](CO)O1)NCc1ccc2c(c1)OCO2	1.9[25 µM]
24	N#C[C@H]1[C@H](c2ccc(C3=CCCCC3)cc2)[C@@H](CO)N1C(=O)c1cccc(F)c1	-17.3[25 µM]

Some of these compounds in order of the CD40 NFkB inh value, highest first.
nr	SMILES	CD40 NFkB inh
22	CCOC(=O)C1(Cc2ccccc2)CCN(Cc2ccc3cc(NC(C)=O)ccc3n2)CC1	9.8
19	CC(C)C(=O)NCCCc1ccccc1	9.3
18	O=C(NCCN1CCN(c2ccccc2)CC1)c1ccc(NC(=O)C2CCCO2)cc1 (stereo unspecified)	7.1
21	C[C@@H]1CN([C@H](C)CO)C(=O)c2c(c3ccccc3n2C)-c2ccccc2CO[C@@H]1CN(C)Cc1ccc(O)cc1	6.2
17	COc1ccccc1-c1nc(C#N)c(NCCCn2ccnc2)o1	2.4
20	CCN(CC)CCN(C(=O)Cn1nnc(-c2ccc(OC)c(OC)c2)n1)C(C(=O)NC1CCCC1)c1ccc(F)cc1 (stereo unspecified)	0.8

(list continues)
nr	SMILES	CD40 NFkB inh
25	C[C@@H]1CN([C@H](C)CO)C(=O)c2c(c3ccccc3n2C)-c2ccccc2CO[C@H]1CN(C)C(=O)Nc1ccccc1C(F)(F)F	?
26	CCCNC(=O)N1[C@H](C#N)[C@@H](c2ccccc2-c2ccc(OC)cc2)[C@@H]1CO	-2.0[25 µM]
27	Cc1nc(C)c(C(=O)Nc2ccccc2)s1	-7.6
28	O=C(Nc1ccccc1C(=O)N1CCOCC1)c1cccnc1	0.8
29	N#Cc1cccc(-c2ccc([C@@H]3[C@@H](CO)N4CCCCN(C(=O)Nc5cccc(F)c5)C[C@@H]34)cc2)c1	27.7[25 µM]
30	C[C@@H]1CN([C@@H](C)CO)C(=O)c2cc(C#Cc3ccccc3)cnc2O[C@@H]1CN(C)C(=O)c1ccccc1	-3.7[25 µM]
31	O=C(O)c1ccccc1Sc1ncnc2sc3c(c12)CCC3	4.7
32	Cc1cc(C)c(C#N)c(SCSCc2ccccc2)n1	2.2
33	O=C(CSc1nc2[nH]ncc2c(=O)n1-c1ccccc1)NCc1cccs1	-3.7
34	Cc1ccc(N(Cc2ccc(C(=O)Nc3ccccc3C(=O)NCc3ccco3)cc2)S(C)(=O)=O)cc1C	7.0
35	c1cn2c(Nc3ccc4c(c3)OCCO4)c(-c3ccc(N4CCOCC4)cc3)nc2cn1	-54.3
36	COc1ccc(CCNC(=O)C2CCCN(C(=O)N(C)C)C2)c(OC)c1 (stereo unspecified)	13.3
37	COC(=O)c1cc2c(s1)CS(=O)C2 (stereo unspecified)	1.2
38	COc1ccc2c(c1)CC/C(=C\Nc1ccc3c(c1)OCO3)C2=O	-85.6
39	N#Cc1c2n(c3c(=O)n(CC(=O)c4ccc(Br)cc4)cnc13)CCCC2	11.5
40	CN1C(=O)c2c(sc3c2CC(C)(C)SC3)N2CCN=C12	2.8
41	Cc1ccc2[nH]c(=O)c(CN(C)S(=O)(=O)c3cccc4nonc34)cc2c1	9.8
42	Cc1ccc(-c2noc(CCC(=O)NCCN3CCc4ccccc4C3)n2)cc1	10.0
43	Cc1cccc(NC(=O)c2cc(S(=O)(=O)N(C)c3ccc(F)cc3)ccc2Cl)n1	1.3
44	CCOC(=O)c1cc2c(c(-c3cccc(-c4cccc(F)c4)c3)n1)[C@H](CCO)N(S(=O)C(C)(C)C)C2 (stereo partly specified)	-12.8[25 µM]
45	CC1CNC(=S)N(c2ccccc2)C1=O (stereo unspecified)	8.4
46	CCN(CC)C(=S)SSC(=S)N(CC)CC	-81.6
47	CC(=O)Nc1ccc(S(=O)(=O)N(CCCN2CCOCC2)Cc2cccs2)cc1	3.1
48	C[C@@H]1CN([C@H](C)CO)C(=O)CCCn2nncc2CO[C@@H]1CN(C)Cc1ccc(Cl)c(Cl)c1	18.5[25 µM]

Reformatted as labelled records: entries from further up
43) Cc1cccc(NC(=O)c2cc(S(=O)(=O)N(C)c3ccc(F)cc3)ccc2Cl)n1
- CD40 NFkB inh: 1.3

44) CCOC(=O)c1cc2c(c(-c3cccc(-c4cccc(F)c4)c3)n1)[C@H](CCO)N(S(=O)C(C)(C)C)C2 (stereo partly specified)
- CD40 NFkB inh: -12.8[25 µM]

45) CC1CNC(=S)N(c2ccccc2)C1=O (stereo unspecified)
- CD40 NFkB inh: 8.4

46) CCN(CC)C(=S)SSC(=S)N(CC)CC
- CD40 NFkB inh: -81.6

Later entries.
nr	SMILES	CD40 NFkB inh
49	CN(CC(O)Cn1c2ccccc2c2ccccc21)S(C)(=O)=O (stereo unspecified)	-7.7
50	Cc1cccc(N(Cc2ccccc2)C(=O)c2cc(S(=O)(=O)N3CCOCC3)ccc2Cl)c1	12.6
51	N#C[C@H]1[C@H](c2ccccc2-c2cccc(F)c2)[C@@H](CO)N1C(=O)CN1CCOCC1	-7.7[25 µM]
52	CC(=O)c1cccc(OCc2cc(C(=O)N3C[C@@H](C)O[C@@H](C)C3)no2)c1	-68.0
53	CC(=O)Nc1ccc2c(c1)C(=O)N(C)C[C@H](C)[C@@H](CN(C)C(C)=O)O2	2.2
54	O=C(CCc1ccccc1)Nc1nnc(-c2ccc3c(c2)OCCO3)o1	-4.4
55	COCC(=O)Nc1ccc2c(c1)[C@H]1C[C@@H](CC(=O)N3CCOCC3)O[C@H](CO)[C@H]1O2	-8.2[25 µM]
56	CN(C[C@H]1[C@H](c2ccccc2)[C@@H](CO)N1C(=O)c1ccccc1)C(=O)C1CC1	1.3[25 µM]
57	CN1CCN(c2ccc(S(=O)(=O)N3CCCCC3)cc2NC(=O)c2cccc([N+](=O)[O-])c2)CC1	-2.0
58	O=c1cc(C=NNc2ccccc2)[nH]c(=O)[nH]1	1.3
59	CO[C@@H](CN(C)CC1CCOCC1)[C@H](C)CN(C(=O)Nc1ccc(F)cc1)[C@@H](C)CO	-10.8[25 µM]
60	Cc1cccc(OCCCC(=O)NNC(=O)c2ccncc2)c1	5.8
61	COc1cccc(-c2ccc3c(c2)[C@H]2[C@H](CCN2C(=O)NC2CCCCC2)[C@H](CO)N3C)c1	8.3
62	CNC1=CC(=O)CC(c2ccccc2)C1 (stereo unspecified)	5.3
63	CC1CCC(=C(C#N)C(=O)Nc2cccc(Cl)c2)CC1 (stereo unspecified)	-10.3
64	Cc1cccc(NC(=O)CSCC(=O)Nc2cc(S(=O)(=O)N3CCOCC3)ccc2OC(C)C)c1	-5.7
65	CCS(=O)(=O)N1CCCCN2[C@H](CO)[C@H](c3ccc(-c4ccccc4F)cc3)[C@H]2C1	-9.7[25 µM]
66	CC(C)[C@H](NS(=O)(=O)c1ccccc1)C(=O)OCC(=O)NC(=O)NC1CCCCC1	6.6
67	CCCOC(=O)Nc1cc(OC)ccc1[N+](=O)[O-]	-17.4
68	CC1CC(C(F)(F)F)n2ncnc2N1 (stereo unspecified)	11.1
69	COc1ccccc1Oc1ccc(-c2cnc3ccccc3n2)cc1[N+](=O)[O-]	-78.6
70	Cc1ccc(S(=O)(=O)NNC(=O)c2cccnc2)cc1	5.7
71	O=C(COC(=O)CSc1ccc(F)cc1)NCCCc1ccccc1	15.0
72	O=c1[nH]c2cc3c(cc2cc1CN(CC1CCCO1)S(=O)(=O)c1ccccc1)OCCO3 (stereo unspecified)	-8.5
73	CCNC(=O)C1CCCN(Cc2cc(C(F)(F)F)ccc2Cl)CC1 (stereo unspecified)	2.3
74	O=S(=O)(c1ccc(Cl)cc1)N1CCN(c2ncccn2)CC1	-0.2
75	CNC[C@@H]1Oc2ccc(NS(=O)(=O)c3ccc(OC)cc3)cc2C(=O)N([C@H](C)CO)C[C@@H]1C	-7.4[25 µM]
76	CC(C)(C)NC(=O)NC(=O)CSc1nncs1	-9.8
77	O=C(CN1CCOCC1)Nc1ccc(NC(=O)c2ccccc2F)cc1	-19.3
78	Cn1c(=O)oc2cc(S(=O)(=O)NCCc3ccccc3)ccc21	3.9
79	O=C(Nc1cccc(-c2cn3ccccc3n2)c1)c1cnccn1	-24.6
80	COc1ccc(NC(=O)c2ccc(OCC3CCCO3)cc2)cc1OC (stereo unspecified)	-27.7
81	COc1ccc(-c2cc3cc(OC)c(OC)cc3c(C)n2)cc1	-63.5
82	CC(C)[C@H]1COCc2cn(nn2)CC[C@@H](Cc2ccccc2)C(=O)N1	4.7
83	O=C(COc1ccccc1)N1CCN(C(=O)Cc2ccccc2)CC1	2.3
84	O=C(c1ccccc1)c1coc(-c2ccccc2)c1	-47.2
85	Cc1ccc(C(=O)NCCNC(=O)c2ccco2)cn1	3.2
86	C[C@@H]1CN([C@H](C)CO)C(=O)c2c(c3ccccc3n2C)-c2ccccc2CO[C@H]1CN(C)S(=O)(=O)c1cccc(C#N)c1	-3.8
87	COc1ccc(CNC(=O)C2CCCN2C(=O)Nc2cccc(Cl)c2)cc1 (stereo unspecified)	2.3
88	COC(=O)c1c(NC(=S)Nc2ccc(C(=O)N3CCOCC3)cc2)sc2c1CCC2	4.4
89	O=C(C1CCCCC1)N1[C@H](CO)[C@@H]2c3ccccc3NC[C@@H]21	-2.2[25 µM]
90	O=C(CCCN1C(=O)c2ccccc2C1=O)Nc1ccc(S(=O)(=O)N2CCCCC2)cc1	3.3
91	O=C(Nc1ccc(C(F)(F)F)cc1)N[C@H]1C=C[C@@H](CC(=O)N2CCCCC2)O[C@@H]1CO	10.5[25 µM]
92	CNC(=O)c1ccc(Nc2nnc(C)c3ccccc23)cc1	-20.7
93	CN(C)CCN(C(=O)c1ccc2c(c1)OCCO2)c1nc2cc3c(cc2s1)OCO3	-51.4
94	COc1ccc(CNc2cc(NCCCO)c([N+](=O)[O-])c3nonc23)cc1	24.4
95	CC(=O)NC[C@H]1[C@@H](c2ccccc2)[C@H](CO)N1C(=O)Cc1cccnc1	2.1[25 µM]
96	O=C(COc1ccccc1-c1ccccc1)NNC(=O)NC1CCCCC1	18.1
97	CC1CCCN(C(C(=O)Nc2ccc3c(c2)OCCO3)c2ccccc2)C1 (stereo unspecified)	-73.8
98	CCOC(=O)c1ccc(NC(=O)COc2ccccc2CNCCc2ccccc2)cc1	44.5
99	CCN(CC)c1ncnc2ccc(Br)cc12	6.4
100	C=C(C)Cn1c(-c2cccc([N+](=O)[O-])c2)n[nH]c1=S	5.2
101	COc1ccc(C(=O)CN2C(=O)c3ccccc3C2=O)c(OC)c1C	-1.3
102	CN(C)Cc1ccccc1CNC(=O)c1ccc(Cl)c(S(=O)(=O)NC2CC2)c1	-0.8
103	CC(OC(=O)c1ccc(-n2cnnn2)cc1)C(=O)NCc1ccccc1 (stereo unspecified)	4.3
104	c1ccc2c(N3CCCCC3)nc(N3CCCCC3)nc2c1	6.9

More entries.
nr	SMILES	CD40 NFkB inh
105	NC(=O)COc1ccccc1	4.6
106	CC(C)OC(=O)N(C)C[C@@H]1OCc2cnnn2CCCC(=O)N([C@@H](C)CO)C[C@@H]1C	-5.1[25 µM]
107	C[C@H](C(=O)N(C)C[C@@H]1OCc2ccccc2-c2c(n(C)c3ccccc23)C(=O)N([C@H](C)CO)C[C@H]1C)c1ccccc1	15.4
108	CN(CC(=O)Nc1ccc(F)cc1)C(=O)c1ccc(OCc2cn3ccccc3n2)cc1	-26.5
109	COc1ccccc1-c1ccc([C@H]2[C@@H](C#N)N(C(=O)C3CC3)[C@H]2CO)cc1	-39.3
110	C/C=C/c1ccc([C@H]2[C@@H](CO)N[C@@H]2CNC(=O)Cc2ccccc2)cc1	1.9[25 µM]
111	Cc1cccc(-n2c(C)cc(/C=N/NC(=O)c3ccc(CN4CCOCC4)cc3)c2C)c1	1.5
112	CCN(C(=O)COC(=O)CNC(=O)c1ccc(F)cc1)C1CCS(=O)(=O)C1 (stereo unspecified)	11.0

Screens (PubChem)
